Assay outcomes deposited in PubChem by Icahn School of Medicine at Mount Sinai.
ROC1-CUL1 inh – inhibitors of human ROC1-CUL1 ubiquitin ligase activity. in vitro K48 di-Ub FRET, acceptor:donor ratio, 45 min. inhibition, % at 10 µM. 140,000 compounds, 0.6% hits; in the data active means inhibition above about 25%
Target sequence (P62877 whole entry, looked up): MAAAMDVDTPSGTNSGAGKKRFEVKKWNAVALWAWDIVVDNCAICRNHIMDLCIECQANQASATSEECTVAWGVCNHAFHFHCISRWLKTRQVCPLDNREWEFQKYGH
Target sequence (Q13616 whole entry, looked up): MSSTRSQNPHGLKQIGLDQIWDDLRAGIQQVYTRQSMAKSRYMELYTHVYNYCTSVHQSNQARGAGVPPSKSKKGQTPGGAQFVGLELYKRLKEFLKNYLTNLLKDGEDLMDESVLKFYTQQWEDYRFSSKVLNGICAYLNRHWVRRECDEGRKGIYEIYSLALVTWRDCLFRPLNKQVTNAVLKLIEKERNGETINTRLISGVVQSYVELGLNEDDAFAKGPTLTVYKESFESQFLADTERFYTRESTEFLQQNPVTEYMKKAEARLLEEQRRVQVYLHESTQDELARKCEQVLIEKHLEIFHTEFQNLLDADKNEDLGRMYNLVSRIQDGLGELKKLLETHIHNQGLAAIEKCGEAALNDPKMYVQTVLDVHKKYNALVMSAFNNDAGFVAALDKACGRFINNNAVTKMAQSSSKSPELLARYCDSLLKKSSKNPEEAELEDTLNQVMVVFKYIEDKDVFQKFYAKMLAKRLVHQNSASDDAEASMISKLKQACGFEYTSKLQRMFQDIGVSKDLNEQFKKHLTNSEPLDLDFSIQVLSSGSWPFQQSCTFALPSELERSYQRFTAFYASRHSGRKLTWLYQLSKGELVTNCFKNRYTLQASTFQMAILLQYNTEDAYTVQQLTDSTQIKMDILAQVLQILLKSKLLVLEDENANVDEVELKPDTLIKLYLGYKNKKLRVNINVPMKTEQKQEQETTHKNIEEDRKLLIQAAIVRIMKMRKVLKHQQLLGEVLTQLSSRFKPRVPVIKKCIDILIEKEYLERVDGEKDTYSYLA
An asterisk follows results filed as active.

SMILES	ROC1-CUL1 inh
CCOC(=O)N1CCC(NC(=O)c2cnn(-c3ccc(F)cc3)c2-n2cccc2)CC1	2
Nc1ccccc1SC(CC(=O)c1ccccc1)c1ccc(Cl)c(Cl)c1 (stereo unspecified)	-9
Nn1c(SCC(=O)Nc2cccc(C(F)(F)F)c2)nnc1-c1ccc(Cl)cc1Cl	9
C#CCN(Cc1ccco1)C(=O)CC1(c2cccc(C(F)(F)F)c2)CC(=O)N(C2CC2)C1=O (stereo unspecified)	-10
Cc1ccc(S(=O)(=O)Nc2cc(F)ccc2C)cc1	6
Cc1ccccc1-n1c(-c2ccc(F)cc2)cn2c3c(=O)[nH]c(=O)n(C)c3nc12	6
c1ccc(CSc2ncn[nH]2)cc1	-4
Cc1c(Cl)cccc1NC(=O)C1CCCN(c2nnc(-n3c(C)ccc3C)s2)C1 (stereo unspecified)	-12
Cc1nc2c(C(=O)N3CCc4[nH]nc(CC5CCCC5)c4C3)cccc2[nH]1	7
Cc1cccc(-n2nc(C)c(C(=O)N3CCN(c4ccccc4)CC3)c2-n2cccc2)c1	11
CN(C)C(=O)CN1C(=O)C2CCC(=O)CC2C1=O (stereo unspecified)	0
COC(=O)c1ccc(C2c3sc4nc(C)cc(C)c4c3OC(=N)C2C#N)cc1 (stereo unspecified)	2
COc1cccc(N(CC(=O)NCc2cccnc2)S(=O)(=O)c2ccc(C)cc2)c1	10
NC(=S)C(=Nc1ccccc1)Nc1ccccc1	-11
CCc1ccc(NC(=O)C2CCCN2S(=O)(=O)c2ccc3c(c2)n(C)c(=O)c(=O)n3C)cc1 (stereo unspecified)	1
CC(=O)c1ccc(NC(=O)CCc2c(C)nn(-c3ccc4nnc(C)n4n3)c2C)cc1	9
Cc1ccc(Cl)cc1NC(=O)c1ccc(N2CCOCC2)cc1	9
CC(=O)/C(Cl)=N\Nc1ccccc1	0
Cc1nc2sccn2c(=O)c1S(=O)(=O)Nc1cc(Cl)ccc1O	3
Cc1ccc2nc(N3CCC(C(=O)N4CCN(c5cccc(Cl)c5)CC4)CC3)[nH]c2c1	-7

Rewritten as comma-separated lines: part of the list above
mol,ROC1-CUL1 inh
CCOC(=O)N1CCC(NC(=O)c2cnn(-c3ccc(F)cc3)c2-n2cccc2)CC1,2
Nc1ccccc1SC(CC(=O)c1ccccc1)c1ccc(Cl)c(Cl)c1 (stereo unspecified),-9
Nn1c(SCC(=O)Nc2cccc(C(F)(F)F)c2)nnc1-c1ccc(Cl)cc1Cl,9
C#CCN(Cc1ccco1)C(=O)CC1(c2cccc(C(F)(F)F)c2)CC(=O)N(C2CC2)C1=O (stereo unspecified),-10
Cc1ccc(S(=O)(=O)Nc2cc(F)ccc2C)cc1,6
Cc1ccccc1-n1c(-c2ccc(F)cc2)cn2c3c(=O)[nH]c(=O)n(C)c3nc12,6
c1ccc(CSc2ncn[nH]2)cc1,-4
Cc1c(Cl)cccc1NC(=O)C1CCCN(c2nnc(-n3c(C)ccc3C)s2)C1 (stereo unspecified),-12
Cc1nc2c(C(=O)N3CCc4[nH]nc(CC5CCCC5)c4C3)cccc2[nH]1,7
Cc1cccc(-n2nc(C)c(C(=O)N3CCN(c4ccccc4)CC3)c2-n2cccc2)c1,11
CN(C)C(=O)CN1C(=O)C2CCC(=O)CC2C1=O (stereo unspecified),0
COC(=O)c1ccc(C2c3sc4nc(C)cc(C)c4c3OC(=N)C2C#N)cc1 (stereo unspecified),2
COc1cccc(N(CC(=O)NCc2cccnc2)S(=O)(=O)c2ccc(C)cc2)c1,10
NC(=S)C(=Nc1ccccc1)Nc1ccccc1,-11
CCc1ccc(NC(=O)C2CCCN2S(=O)(=O)c2ccc3c(c2)n(C)c(=O)c(=O)n3C)cc1 (stereo unspecified),1
CC(=O)c1ccc(NC(=O)CCc2c(C)nn(-c3ccc4nnc(C)n4n3)c2C)cc1,9
Cc1ccc(Cl)cc1NC(=O)c1ccc(N2CCOCC2)cc1,9
CC(=O)/C(Cl)=N\Nc1ccccc1,0

(further entries)
SMILES	ROC1-CUL1 inh
COC(=O)CSCCOc1ccc(OCCSCC(=O)OC)cc1	6
CC(=O)NN=C(c1ccc(Cl)cc1)c1ccc2c(c1)CC(C)(C)O2	-1
COc1ccc(CCC2CCCN(C(=O)c3ccoc3)C2)cc1 (stereo unspecified)	6
CCN(CC)CCNC(=O)c1ccccc1Cl	-6
Cc1cc2oc(C(=O)N(Cc3ccc(Cl)cc3)Cc3ccco3)c(C)c2cc1Cl	1
Cc1cc(C)cc(Oc2c(C(F)(F)F)oc3cc(OC(=O)c4cccs4)ccc3c2=O)c1	11
COc1ccc(NC(=O)CSc2nc(-c3ccco3)cc(C(F)(F)F)n2)cc1Cl	5
C=CCOc1ccccc1NC(=O)c1ccccc1Cl	8
COc1ccc(/C=C2/SC(=S)N(CC(=O)Nc3ncc(Cc4ccccc4)s3)C2=O)cc1	5
COc1ccccc1OCC(=O)Nc1ccc(-c2nc3ccc(C)cc3s2)cc1	-7
Cc1ccc2c(c1)CN(Cc1ccccc1O)CC(C)O2 (stereo unspecified)	4
O=c1c2c3c(sc2[nH]c(=S)n1C1CCCCC1)CCCC3	3
c1ccc2c(NCC3CCCO3)nc(N3CCCCC3)nc2c1 (stereo unspecified)	1
O=C(Nc1ccc(Br)cc1Br)c1cccc2ccccc12	1
Cc1ccc(/C=C/C(=O)Nc2ccc(Cl)cc2F)cc1	-8
CC(C)(c1ccc(OC(=O)CN2C(=O)c3ccccc3C2=O)cc1)c1ccc(OC(=O)CN2C(=O)c3ccccc3C2=O)cc1	-4
CSc1cccc(NC(=O)CN2CCCCC2)c1	12
Fc1ccc(Cc2nnc3sc(C4COc5ccccc5O4)nn23)cc1 (stereo unspecified)	2
CC(=O)NNc1nc2c(c(=O)[nH]c(=O)n2C)n1Cc1ccccc1	-1
COc1ccc(NC(=O)C2CCCN(c3ncnc4onc(C)c34)C2)cc1OC (stereo unspecified)	1
COc1cc(/C=C/c2nc(C#N)c(N3CCCCC3)o2)cc(OC)c1OC	5
O=C(c1cc2n(n1)C(C(F)(F)F)CC(c1ccccc1)N2)N1CCN(Cc2ccccc2)CC1 (stereo unspecified)	12
CC(Oc1ccccc1)C(=O)Nc1cccc(F)c1 (stereo unspecified)	10
CSc1cccc(NC(=O)c2ccc3c(c2)c(C)c(C)n3Cc2ccc(F)cc2)c1	-3
Cc1ccc(NC(=O)Cn2c(=O)n(Cc3nc(C)no3)c(=O)c3cc4c(cc32)OCO4)c(C)c1	-4
CCOC(=O)c1c(C)[nH]c(C)c1S(=O)(=O)N(C)CC(=O)NCc1ccc(Cl)cc1	-3
Cc1nn(-c2ccccc2)c2nc(C3CC3)cc(C(=O)NCc3ccccc3Cl)c12	-5
Nc1nc2c(s1)CCc1nonc1-2	7
N#Cc1ccc(Oc2ccc(N3C(=O)c4ccc(Oc5ccccc5)cc4C3=O)cc2)cc1	-1
COC(=O)c1cc(CNC(=O)[C@@H]2C[C@@H]3C=C[C@H]2C3)cc(NS(=O)(=O)c2ccccc2Cl)c1	-8
Nc1ccn(C2CC(O)C(CO)O2)c(=O)n1 (stereo unspecified)	-3
CN1C(=O)/C(=C/c2ccc(N(C)C)cc2)N(C)C1=S	11
Cc1cc(C)c(C2c3c(n[nH]c3C)OC(=N)C2C#N)cc1COc1ccc(Cl)cc1C (stereo unspecified)	5
COCC(=O)Nc1cc(C(=O)N(C)Cc2nonc2C)c2c(c1)ncn2Cc1ccc(F)cc1	-8
CC(C)[C@H]1CN(C)CCN1c1nc2nonc2nc1N1CCOCC1	-1
COCCc1nc2ccc(C(=O)N(C)Cc3ccc(OC)c4ncccc34)cc2o1	2
CC(C)OC(=O)c1csc2nnsc12	11
COc1ccc(-c2noc(CSc3nnc(C)n3-c3ccc(C)cc3)n2)cc1OC	-8
CCOC(=O)c1c(-c2ccc3ccccc3c2)csc1NC(=O)C1CCCO1 (stereo unspecified)	-4
CCCCCCC1CC(C)(c2csc(Nc3ccccc3Cl)n2)OC1=O (stereo unspecified)	3
O=C(Nc1ccc(SC(F)F)cc1)c1cc(-c2ccc3c(c2)OCCO3)on1	1
O=C(CCC(F)(F)F)NC1CCCc2c1cnn2-c1cc(F)cc(F)c1 (stereo unspecified)	-3
CC(C)(C)C(=O)Nc1ccnn1C1CCN(C(=O)C2=CCCC2)CC1	-6
CCS(=O)(=O)c1ncc(CN2CCCCC2COC)n1Cc1ccccc1 (stereo unspecified)	1
COc1ccc(N2CCN(C(=O)C3CCCN(S(=O)(=O)c4ccc5c(c4)oc(=O)n5C)C3)CC2)cc1 (stereo unspecified)	-7
O=C(/C=C\c1ccc2c(c1)OCO2)NC1CC(=O)N(c2ccc(Cl)cc2)C1 (stereo unspecified)	4
CCc1ccc(C2CC(=O)c3c([nH]c(C(=O)OC4CCC(C)CC4)c3C)C2)cc1 (stereo unspecified)	-7
CCOC(=O)C1CCN(C(=O)CN2c3ccc(CC)cc3-c3ccccc3S2(=O)=O)CC1	-11
Cc1ccc(O)c(NC(=O)C(C)C)c1	-2
COc1cc(CNc2cc(Cl)ccc2C)cc(Cl)c1OCc1ccc(F)cc1	-8
O=C(OC/C=C/c1ccccc1)c1ccc(F)cc1	1
CCC1C(=O)N(C)CCN1c1ccc(-c2nc(C(C)C)no2)cn1 (stereo unspecified)	11
COc1ccc(-c2csc3ncnc(Nc4ccc(OC)cc4OC)c23)cc1	3
COc1ccc(C)cc1NC(=O)c1cnc2ccc(C)cn2c1=O	-4
CCOC(=O)c1c(NC(=O)c2cc(=O)c3cc(C)ccc3o2)sc2c1CCCC2	2
COC(=O)C(Cc1ccc(CC(=NC(=O)c2ccccc2)C(=O)OC)cc1)=NC(=O)c1ccccc1	6
COc1ccc(Nc2ncnc3c2oc2ccccc23)cc1	6
Cc1ccc2c(c1)-c1c(ssc1=Nc1ccc(Cl)cc1Cl)C(C)(C)N2	0
COc1ccc(-n2cc(C(=O)NCCc3cc(OC)ccc3OC)c3ccccc3c2=O)cc1	6
O=C1CC(c2ccccc2Br)Sc2ccccc2N1 (stereo unspecified)	-1

New compounds follow
SMILES	ROC1-CUL1 inh
CCCCN(C(=O)c1cccnc1)c1ccccc1C(=O)O	-3
CC(C)(C)c1ccc(C(=O)Nc2cccc(O)c2)cc1	-1
CNS(=O)(=O)c1cn(CC(=O)Nc2ccc(C)cc2C)cc1S(=O)(=O)NC	-7
CCOC(=O)c1c(-c2ccccc2)csc1NC(=O)c1cc(-c2ccc(F)cc2)on1	0
CC(NS(=O)(=O)c1ccc2c(c1)CCN2C(=O)CCCC(=O)O)c1ccccc1 (stereo unspecified)	0
O=C(N=C1SC2CS(=O)(=O)CC2N1c1ccc(Cl)cc1)c1ccc(Br)cc1 (stereo unspecified)	-4
Cc1ccccc1-c1cc2nccc(-c3cc(Cl)ccc3O)n2n1	6
CC(=O)N1CCC(Oc2ccc(Cl)cc2C(=O)NCc2ccco2)CC1	6
O=C(Nc1ccc2c(c1)CN(C(=O)c1csnn1)CC2)c1ccccc1Cl	5
COc1cc2nc(CN(Cc3ccccc3)C[C@@H]3CCC(=O)N3)nc(N3CCCC3)c2cc1OC	-3
c1ccc(-c2nc3ccccc3[nH]2)nc1	5
Cc1ccnc(N/N=C/c2cc(C(C)(C)C)c(O)c(C(C)(C)C)c2)n1	8
COc1ccc(N2CCN(C(=O)c3cc4c(=O)n(Cc5ccccc5)ccc4nc3C)CC2)cc1	0
O=c1c(S(=O)(=O)c2ccccc2)cn(Cc2cccc(F)c2)c2cc(N3CCCC3)c(F)cc12	-4
CCCCCC(=O)NC(=S)Nc1ccc2nn(-c3cccc4ccccc34)nc2c1	-8
COc1ccc(NC(=O)c2cc(OC)c(OC)c(OC)c2)cc1	-4
CCOc1ccc2nc(SCC(N)=O)sc2c1	3
CCN(c1ccccc1)S(=O)(=O)c1ccc(NC(=O)Nc2cccc(Cl)c2)cc1	2
O=C(C1CCC1)N(C1CCCCC1)C1CCCCC1	-3
Cc1c(C)n2c3c(=O)[nH]c(=O)n(C)c3nc2n1CCN1CCCCCC1	8
COC(=O)c1sc(S(=O)(=O)NC23CC4CC(CC(C4)C2)C3)c(C(=O)OC)c1C	-3
N#Cc1ccc(-c2cccnc2)nc1SCC(=O)O	-10
O=C(Cc1ccccc1Cl)NC1CCN(Cc2ccccc2)CC1	-4
CCOc1ccc(NC(=O)c2sc3nc4c(cc3c2N)CN(Cc2ccccc2)CC4)cc1	4
COc1ccc(NC(=O)c2oc3ccccc3c2NC(=O)C23CC4CC(CC(C4)C2)C3)c(OC)c1	-4
COc1ccc(NC(=O)c2csnn2)cc1Cl	1
CC(=O)NC1Nc2cc(C)ccc2S1 (stereo unspecified)	5
COc1ccc(CNc2ccc(C)c(C)c2)cc1C	-8
COc1ccc(Oc2nc3c(C)cccn3c(=O)c2/C=C(\C#N)c2nc3ccccc3[nH]2)cc1	7
O=C(Cn1cc(S(=O)(=O)Cc2cccc(Cl)c2)c2ccccc21)NCCc1ccccc1	10
COC(=O)C(NC(=O)COc1ccccc1)(Nc1cc(C)cc(C)n1)C(F)(F)F (stereo unspecified)	5
COc1ccc(C(=O)/C=C/c2cc3ccccc3nc2Cl)cc1	5
COc1ccc(C(=O)N2CCN(S(=O)(=O)c3cccs3)CC2)cc1	-2
Cn1ncc(C(=O)N2CCN(c3ccccc3F)CC2)c1C1CCN(C(=O)OC(C)(C)C)CC1	-5
Cc1nc(C)c(CCNS(=O)(=O)c2ccc(C)c(C)c2)s1	-8
Cc1cc(S(=O)(=O)NCC(C)C)c(C)cc1Cl	12
CC(C)=CCC1(C)C(=O)N(c2ccccc2)c2ccccc21 (stereo unspecified)	-3
COc1ccc(CCN=C(N)CCn2cnc3c2c(=O)n(C)c(=O)n3C)cc1OC	14
CC(C)CCNC(=O)Nc1ccc2c(c1)N(Cc1ccccc1)C(=O)c1ccccc1S2	-2
CCOCCN1N=C(C)Cn2c1nc1c2c(=O)n(CC)c(=O)n1C	4
COCCNC(=O)c1cccc(-n2c(C)nc3cccnc32)c1	3
O=C(CC(=O)Nc1ccccc1F)Nc1ccc2nc3n(c(=O)c2c1)CCCCC3	-12
CN(CCOC(=O)c1ccccc1Br)C(C)(C)C	0

A portion of the library. The share of hits here may be higher or lower than overall.
